# KB-3-1 tox: kills parental KB-3-1 adenocarcinoma cells; Potency, µM (top dose mostly 46.1 µM), for the others: top-dose activity change, negative = cytotoxic, hits mostly cytotoxic; KB-3-1 viability, CellTiter-Glo ATP luminescence, 72 h; AID 1347075; actives 1.4% (n = 400,000); also: potency is read from the fitted curve at half-maximal effect; % is scaled to controls: 0 for no effect and ±100 for the full control effect; nearly all actives have a fitted effect of over 60% in size
#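 Using CellTiter-Glo luminescence, growth of non-resistant KB-3-1 adenocarcinoma cells is assessed 72 h after pin-tool compound addition at 37 °C. Normalized responses across the concentration series yield fitted curves.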
# HT1080-NT tox: kills 2HG-producing HT-1080-NT fibrosarcoma cells. Potency, µM (doses to about 46.1 µM), inactives show top-dose activity, negative = less viability, usual class: cytotoxic. HT-1080-NT fibrosarcoma viability, CellTiter-Glo ATP luminescence, 48 h. actives 1.6% (n = 360,000);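 also: NT is the 2HG producing partner of a matched IDH1 knockdown line; potency is read from the fitted curve at half-maximal effect; 0% = DMSO-treated cells and -100% = media-only wells without cells; nearly all actives have a fitted effect of over 55% in size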
#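 Read-out is CellTiter-Glo luminescence after 10 minutes at room temperature, following 48 hours' compound treatment of HT-1080-NT cells (750 cells/well, RPMI, 5% FBS, 37 degrees C).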
# KB-V1 cytotox: KB-V1 MDR subline cytotoxicity; actives 3.4% (n = 400,000); KB-V1 MDR cells viability, CellTiter-Glo, 72 h; Potency, µM (top dose mostly 46.1 µM), for the others: at the top dose activity change, negative = cytotoxicity, most hits filed as cytotoxic; also: potency is read from the fitted curve at half-maximal effect; % is scaled to controls: 0 for no effect and ±100 for the full control effect; nearly all actives have a fitted effect of over 60% in size
#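 Cells of the MDR subline KB-V1 are plated, dosed with compound at multiple concentrations, and incubated 72 h at 37 degrees C; CellTiter-Glo is then added and luminescence read after 10 min.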
# SW480 rerep: inducers of DNA re-replication in SW480 colon cancer cells; SW480 DNA re-replication, Hoechst DNA content imaging, 48 h; Potency, µM (titrated, usually from 46.1 µM), for the others: top-dose re-replication activation, actives largely listed as activators; actives 1.8% (n = 340,000); AID 624297; also: potency is read from the fitted curve at half-maximal effect; % of control where 0% means no effect; nearly all actives have a fitted effect of over 55% in size
#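 Image-based DNA-content assay: after two days of treatment, nuclei were labelled with the DNA dye Hoechst and imaged, and hits were compounds raising the count of nuclei showing high fluorescence intensity.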
# HT1080 IDH1KD tx: toxicity to HT-1080 IDH1 knockdown cells (counter line). actives 2% (n = 360,000). AID 686971. HT-1080 IDH1 knockdown viability, ATP luminescence, 48 h. Potency, µM (highest dose often 46.1 µM), inactives show at the top dose activity, negative = toxicity, usual class: cytotoxic;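 also: potency is read from the fitted curve at half-maximal effect; 0% = DMSO wells and -100% = cell-free medium wells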
#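 HT-1080-IDH1KD cells (IDH1 knocked down), 750/well in RPMI with 5% FBS, treated with compound 48 h at 37 degrees C. Viability by CellTiter-Glo luminescence, normalised to DMSO and no-cell wells; concentration-response curves classed.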
# ATXN2 expr inh: reduces ATXN2 reporter expression in HEK-293 cells. actives 0.72% (n = 360,000). Potency, µM (titrated, usually from 57 µM), without a hit: at the highest dose activity change, negative = inhibition, most hits filed as inhibitors. HEK-293 ATXN2-luciferase reporter, luminescence, 24 h; also: potency is read from the fitted curve at half-maximal effect; % is scaled to controls: 0 for no effect and ±100 for the full control effect; nearly all actives have a fitted effect of over 55% in size
#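 ATXN2-luciferase reporter cells (luciferase flanked by upstream and downstream ATXN2 gene portions) were treated 24 h at 37 °C with compounds at up to 57 uM. SteadyGlo luminescence gave expression; GF-AFC fluorescence gave viability.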
# MCF10A rerep: induces DNA re-replication in MCF 10a normal breast cells | AID 624296 | MCF 10A DNA re-replication, Hoechst nuclear intensity, 48 h | Potency, µM (highest dose often 46.1 µM), inactives show at the top dose activity, positive = re-replication, most hits filed as activators | actives 2.9% (n = 350,000); also: potency is read from the fitted curve at half-maximal effect; % of control where 0% means no effect; nearly all actives have a fitted effect of over 50% in size
# S2 tox: cell viability loss in ATXN counter-screen. S2 cells (HEK-293 line with an ATXN2-luciferase reporter) viability, CellTiter-Fluor protease fluorescence, 24 h. Potency, µM (titrated, usually from 56.7 µM), actives largely listed as cytotoxic. actives 0.49% (n = 400,000); also: potency is read from the fitted curve at half-maximal effect; nearly all actives have a fitted effect of over 40% in size
# IL-1B inflam inh: inflammasome signaling inhibition, IL-1 beta readout | THP-1 LPS/ATP IL-1B secretion, AlphaLISA, 16 h; active compounds read low | activity change, % at 57.5 µM | actives 4.7% (n = 360,000) | AID 743279; in the data active = activity change below about -50%; inconclusive = mostly about -30% to -49%; also: % is scaled to controls: 0 for no effect and ±100 for the full control effect
#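 THP-1 cells pretreated 1 hr with compounds (up to 57.5 uM final), then stimulated with LPS (250 ng/mL final) plus ATP (1.25 mM final); secreted IL-1B measured by AlphaLISA after 16 hr, decreased signal indicating inhibition.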
# Numbers without * were called inactive; i = inactive; ? = inconclusive; / = not tested or not shown; [ ] = remark or other dose. Unless noted, calls follow the shape of the dose curve; as a rule, active = well fitted curve in the direction sought with a large enough effect; inconclusive = small, poorly fitted or top-dose-only effect, or another doubt; inactive = no such curve, though single readings can be large; an effect the other way counts as inactive or inconclusive.
No.	structure	MCF10A rerep	IL-1B inflam inh	HT1080 IDH1KD tx	KB-V1 cytotox	HT1080-NT tox	SW480 rerep	ATXN2 expr inh	KB-3-1 tox	S2 tox
1	Cc1csc(Sc2ccc(S(=O)(=O)N3CCCC3)cn2)n1	-0.1%	1.4	0.0%	?	6.7%	-1.7%	-6.8%	0.6%	?
2	O=C(COC(=O)CN1C(=O)C2CCCCC2C1=O)Nc1cc(F)ccc1F (centres undefined)	3.9%	9.7	-2.4%	4.7%	-5.6%	15.9%	-8.2%	8.9%	i
3	O=C1C=C(N2CCN(c3ccccn3)CC2)C(=O)c2c(O)ccc(O)c21	27.8%	-15.1	-27.0%	14.6µM*	-6.0%	?	?	?	?
4	Nc1ncnc2nc(SCc3ccc(Cl)cc3Cl)[nH]c12	?	-6.8	-20.8%	?	-19.4%	-5.7%	-21.4%	?	?
5	Cc1ccc(Oc2c(C(F)(F)F)oc3c(CN4CCCCC4)c(O)ccc3c2=O)cc1	/	/	/	-0.4%	/	/	1.2%	5.0%	i
6	Cc1cccc(NCc2nc3ccccc3n2CCOc2ccccc2C)c1	/	/	/	-28.9%	/	/	?	0.0%	?
7	O=C1c2ccccc2C(Nc2cccc(C(F)(F)F)c2)N1Cc1ccco1 (centres undefined)	1.1%	-5.2	?	?	-23.8%	-0.2%	-24.5%	-1.8%	i
8	COc1cc(S(N)(=O)=O)c(OC)cc1N	-3.2%	-4.1	-3.6%	-3.8%	-2.7%	-3.6%	/	0.5%	i
9	COc1cc(/C=N/NC(=O)c2nnn(-c3nonc3N)c2C(C)C)ccc1O	4.9%	0.0	-0.3%	10.1%	0.2%	-6.3%	/	3.7%	i
10	O=C1CN(C(=O)c2ccccc2F)C(c2ccccc2)c2cc(Cl)ccc2N1 (centres undefined)	1.2%	0.9	2.2%	-23.9%	-1.7%	-26.1%	/	5.0%	?
11	COc1ccc(C(c2nnnn2Cc2cccs2)N2CCN(c3ccc(F)cc3)CC2)cc1OC (centres undefined)	0.5%	?	-11.8%	?	-4.9%	-7.9%[9.22 µM]	-10.1%	-13.4%	i
12	Cc1cccc(N2CCN(C(=O)c3cccc(N4C(=O)C5C6C=CC(C6)C5C4=O)c3)CC2)c1C (centres undefined)	9.9%	-52.9*	2.5%	-6.6%	7.6%	-30.5%	-24.9%	-10.4%	i
13	COc1ccc(C(=O)OCc2c(-c3ccccc3)ncc3ccccc23)cc1	16.4µM*	0.0	-16.5%	-2.8%	-15.4%	14.6µM*	0.0%	0.0%	?
14	[O-][n+]1c2ccccc2c2n1CCN=C2c1ccc(Cl)cc1	-2.2%	14.9	-2.9%	-5.1%	-2.5%	-11.2%	41.2%[activator]	4.9%	?
15	OCC[C@@H]1C[C@@H](O)[C@H](O)[C@]2(Cc3ccccc3O2)O1	2.1%	11.4	3.2%	-9.3%	3.9%	-15.9%	9.6%	12.7%	i
16	CC1CN(C(=O)c2cc3cc([N+](=O)[O-])ccc3s2)CC(C)O1 (centres undefined)	-0.2%	-0.3	13.6%	?	23.7%	-3.4%	-29.5%	?	i
17	Cc1ccc(NC(=O)CN2C(=O)NC(Cc3ccccc3)C2=O)cc1Cl (centres undefined)	9.6%	-4.0	-6.6%	20.1%	-6.3%	-5.7%	/	3.1%	i
18	O=C(Nc1ncc(Cc2ccccc2Cl)s1)C1=NCCN1	-1.7%	28.7	?	6.9%	?	4.9%	-18.9%	?	i
19	COCCn1c(=O)[nH]c2cc(C(=O)N3CCN(Cc4ccc5c(c4)OCO5)CC3)ccc2c1=O	9.8%	12.6	0.7%	17.5%	4.8%	4.6%	-6.3%	-0.6%	i
20	O=C(COC(=O)c1cccc(F)c1)NC(=O)NCc1ccccc1	6.0%	13.2	-2.3%	7.0%	-3.0%	12.4%	-2.1%	-12.8%	i
21	COc1ccc(C2(C)NC(=O)N(CC(=O)Nc3ccc4c(c3)CCC4)C2=O)cc1OC (centres undefined)	1.6%	-21.0	-0.1%	?	-15.6%	-10.8%	-20.1%	-0.5%	i
22	CCc1ccc(NC(=O)CN(c2ccc(Cl)cc2)S(=O)(=O)c2ccsc2C(=O)OC)cc1	/	/	/	?	/	/	7.3%	?	i
23	Cc1cnn(Cc2ccccc2)c1N	0.2%	26.4	0.6%	4.9%	-0.9%	-6.7%	17.4%	0.7%	i
24	CCOC(=O)N1CCC(N2C(=O)c3ccccc3C2Nc2ccc(S(=O)(=O)N3CCOCC3)cc2)CC1 (centres undefined)	1.0%	-17.1	10.2%	13.2%	8.2%	-5.3%	/	2.9%	?
25	C[C@H](NC(=O)N1CCn2c1nc1ccccc12)C(=O)NCc1ccco1	11.4%	-6.1	14.4%	-15.2%	1.7%	-3.2%	-0.9%	-5.8%	i
26	CCCn1c(C(O)c2cc(OC)c(OC)c(OC)c2)nc2ccccc21 (centres undefined)	-3.2%	45.3	0.5%	-20.2%	-0.4%	-3.7%	/	-1.7%	i
27	CCC(C(=O)NCCc1cc(OC)ccc1OC)n1nc(C)c2c(C)n(-c3ccccc3)nc2c1=O (centres undefined)	/	/	/	-1.6%	/	/	-20.8%	-8.8%	i
28	CCOC(=O)C1=C(N)Oc2cc(C)[nH]c(=O)c2C1c1ccncc1 (centres undefined)	-3.9%	-7.4	0.3%	25.3%	1.9%	0.1%	4.6%	0.1%	i
29	O=c1[nH]c(=O)n(C2CC(O)C(CO)O2)cc1I (centres undefined)	-0.1%	6.9	-1.8%	-5.1%	3.3%	8.1%	-1.0%	-2.8%	i
30	CNC(=O)[C@@H]1C[C@H]1[C@@H](NC(=O)CNC(=O)OCc1ccccc1)c1ccccc1	1.2%	23.8	12.3%	26.7%	0.0%	1.7%	10.9%	18.9%	i

# Exported with two lines to a compound: entries from further up
# Order of values: MCF10A rerep | IL-1B inflam inh | HT1080 IDH1KD tx | KB-V1 cytotox | HT1080-NT tox | SW480 rerep | ATXN2 expr inh | KB-3-1 tox | S2 tox
(12) Cc1cccc(N2CCN(C(=O)c3cccc(N4C(=O)C5C6C=CC(C6)C5C4=O)c3)CC2)c1C (centres undefined)
    9.9% | -52.9* | 2.5% | -6.6% | 7.6% | -30.5% | -24.9% | -10.4% | i
(13) COc1ccc(C(=O)OCc2c(-c3ccccc3)ncc3ccccc23)cc1
    16.4µM* | 0.0 | -16.5% | -2.8% | -15.4% | 14.6µM* | 0.0% | 0.0% | ?

# As entered above:
# `Cc1ccc(NC(=O)CN2C(=O)NC(Cc3ccccc3)C2=O)cc1Cl` (centres undefined) – IL-1B inflam inh = -4.0
# `COc1cc(S(N)(=O)=O)c(OC)cc1N` – MCF10A rerep = -3.2%
# `O=C1c2ccccc2C(Nc2cccc(C(F)(F)F)c2)N1Cc1ccco1` (centres undefined) – KB-3-1 tox = -1.8%
# `Cc1cnn(Cc2ccccc2)c1N` – HT1080 IDH1KD tx = 0.6%
# `CC1CN(C(=O)c2cc3cc([N+](=O)[O-])ccc3s2)CC(C)O1` (centres undefined) – ATXN2 expr inh = -29.5%
# `Cc1csc(Sc2ccc(S(=O)(=O)N3CCCC3)cn2)n1` – HT1080 IDH1KD tx = 0.0%

# Later entries:
No.	structure	MCF10A rerep	IL-1B inflam inh	HT1080 IDH1KD tx	KB-V1 cytotox	HT1080-NT tox	SW480 rerep	ATXN2 expr inh	KB-3-1 tox	S2 tox
31	O=C1CC(N2CCN(c3ccccc3)CC2)C(=O)N1c1ccc2c(c1)OCCO2 (centres undefined)	4.3%	23.7	18.3%	0.0%	8.3%	-10.4%	6.8%	-3.2%	i
32	CC1(c2ccc(Cl)cc2)NC(=O)N(CC(=O)NCCC2=CCCCC2)C1=O (centres undefined)	16.8%	-0.9	-3.0%	?	12.6%[9.24 µM]	0.164µM*	3.8%	-0.6%	i
33	CN(c1ccccc1)S(=O)(=O)c1cccc(C(=O)NCc2ccccc2CN2CCCC2)c1	10.0%	-7.3	?	8.3%	?	1.2%	/	-4.5%	?
34	Cc1ccc(S(=O)(=O)CCC(=O)Nc2ccc(Br)cc2)cc1	13.0%	-13.2	?	-21.2%	-23.2%	-1.5%	-3.9%	-10.5%	i
35	Cc1nn(C(=O)c2ccc3c(c2)OCO3)c(N)c1-c1ccccc1	14.2%	-8.6	4.8%	1.6%	?	-5.6%	135.1%[activator]	3.5%	i
36	O=C1NC[C@H](Cc2ccc(O)cc2)N(C[C@@H]2CCCN2C[C@H](Cc2ccc(O)cc2)N2C[C@H](Cc3ccccc3)N(CC3CCCCCC3)C(=O)C2=O)C1=O	/	-25.1	-0.3%	-1.7%	-14.3%	/	13.1%	4.9%	i
37	COc1ccccc1NS(=O)(=O)c1ccc2ccccc2c1	0.7%	15.2	-1.0%	0.0%	2.7%	0.2%	-6.4%	15.4%	i
38	CC(=O)c1nnn(-c2cccc([N+](=O)[O-])c2)c1C	17.7%	14.0	11.8%	6.1%	8.9%	-9.4%	-24.7%	-6.0%	i
39	CC(C)CNC(=S)N1CCN(Cc2ccc3c(c2)OCO3)CC1	16.8%	4.8	-14.4%	-22.4%	-3.6%	-0.2%	-16.9%	-13.6%	i
40	Cc1cc(C)nc(Sc2ccc3nnnn3n2)n1	?	-0.4	5.9%	13.8%	10.1%	-0.3%	13.1%	-14.8%	i
41	Cc1ccc(OCCNS(=O)(=O)c2ccc(N3CCCC3=O)cc2)cc1	3.4%	8.8	-6.2%	-23.9%	-7.6%	-3.7%	-4.5%	-29.7%	i
42	Cc1ccc(C(=O)NC(=S)NNS(=O)(=O)c2ccc(C)cc2)cc1	12.2%	16.2	-0.8%	-20.1%	-2.8%	-11.3%	-6.1%	18.3%	i
43	COc1ccc(C(=O)Nc2nc(-c3ccc(S(=O)(=O)N4CCOCC4)cc3)cs2)cc1	10.7%	-19.0	-19.3%	16.4µM*	-9.4%	6.6%	25.1µM*	?	?
44	NNC(=O)C(Cc1cnc[nH]1)NC(=O)OCc1ccccc1 (centres undefined)	-2.6%	-3.0	14.9%	12.3%	2.9%	-6.4%	/	0.6%	i
